MrgX1 PAM – positive allosteric modulators of MrgX1, primary screen, HEK293 cells, Fluo-4 calcium flux; B-score at 10 µM; FDSS; hits give high values; Mas-related G-protein coupled receptor member X1 (Homo sapiens), Q96LB2; 310,000 tested, 0.63% active;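 active = plate-corrected calcium response at least 3 library SD above typical, normal starting fluorescence, not activating the receptor alone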;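 also: compound read alongside a low EC10 to EC30 dose of BAM8-22 agonist; peak minus trough fluorescence over baseline measured at the second addition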
Target sequence (Q96LB2 whole entry, looked up): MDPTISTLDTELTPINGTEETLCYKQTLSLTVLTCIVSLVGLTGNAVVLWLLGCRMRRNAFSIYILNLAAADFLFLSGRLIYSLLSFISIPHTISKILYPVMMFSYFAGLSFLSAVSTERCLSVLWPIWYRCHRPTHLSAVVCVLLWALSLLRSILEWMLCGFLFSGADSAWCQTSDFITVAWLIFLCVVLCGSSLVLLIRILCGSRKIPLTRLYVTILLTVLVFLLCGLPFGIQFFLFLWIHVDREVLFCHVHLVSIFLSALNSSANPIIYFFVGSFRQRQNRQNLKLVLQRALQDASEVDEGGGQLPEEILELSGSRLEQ
hERG protect – hERG rescue from dofetilide block, primary screen, cell-based, CHO-hERG, FluxOR thallium flux, dofetilide IC70; Voltage-gated inwardly rectifying potassium channel KCNH2 (Homo sapiens), Q12809; dofetilide IC70 present; activation (rescue from dofetilide block), less the hit threshold, % at 10 µM; 310,000 tested, 0.51% active; AID 1511, 2009;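 active = activation above the mean of controls blocked by dofetilide plus 5 SD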;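 also: thallium influx through hERG after potassium depolarization seen as dye fluorescence rise; in these data hits start at about 4.7%; inactives centre near -7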
TMEM16A act – TMEM16A chloride channel activators or potentiators, primary screen, cell-based, HTS | Anoctamin-1 (Mus musculus), Q8BHY3 | HEK293 TMEM16A/YFP-H148Q/I152L, iodide quench fluorescence; hits give low values | B-score at 10 µM | 340,000 tested, 0.3% active;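 active = fluorescence-ratio B-score plate-corrected deviation score at least 3 library SD below zero, with starting fluorescence score within 5 deviations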;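 also: channel opened by trigger with iodide after compound preincubation; score built on the fluorescence ratio of max minus min over baseline; more negative score means more quench and so TMEM16A activation or potentiation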
RGS4 pot – RGS4 potentiators or activators, primary screen, cell-based, HEK293 M3R inducible RGS4, calcium flux | carbachol calcium flux Fluo4; hits give low values | B-score at 10 µM | 310,000 tested, 0.92% active;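 active = B-score of the integrated calcium signal more than 4 SD below the library mean, with starting fluorescence not abnormally high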;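 also: negative B-score means reduced calcium response which marks RGS4 activation or potentiation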
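Reagent: ECmax carbachol challenge; Test system: M3R-expressing HEK293 line, RGS4 induced by doxycycline; Schedule: overnight RGS4 induction, 30 min dye load 37 °C, 20 min compound RT; Detection: calcium dye Fluo4 fluorescence; Read-out: Agonist-evoked peak-minus-minimum fluorescence over baseline, integrated ratio, B score.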
KCNK3 inh – human KCNK3 channel inhibitors, primary screen, CHO cells, FluxOR thallium flux, B-score. Potassium channel subfamily K member 3 (Homo sapiens), O14649. FluxOR fluorescence; hits give low values. B-score at 10 µM. 340,000 tested, 0.84% active. AID 602410, 2012;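 active = B-score under library mean minus 4 SD, starting fluorescence ratio at most library mean plus 5 SD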;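 also: more negative B-score means stronger inhibition of thallium flux through KCNK3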
Target sequence (O14649 whole entry, looked up): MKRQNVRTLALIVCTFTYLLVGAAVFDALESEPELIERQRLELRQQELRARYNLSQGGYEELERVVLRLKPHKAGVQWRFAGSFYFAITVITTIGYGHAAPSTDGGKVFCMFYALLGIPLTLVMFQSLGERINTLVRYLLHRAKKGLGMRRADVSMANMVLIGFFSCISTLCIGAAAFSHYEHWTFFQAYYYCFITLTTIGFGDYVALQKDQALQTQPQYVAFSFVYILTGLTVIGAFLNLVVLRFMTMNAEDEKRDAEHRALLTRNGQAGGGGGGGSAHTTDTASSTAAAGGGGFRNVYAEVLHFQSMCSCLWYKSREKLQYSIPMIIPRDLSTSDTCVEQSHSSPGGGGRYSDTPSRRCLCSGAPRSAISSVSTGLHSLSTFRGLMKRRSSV
KCNQ1 block – inhibitors of human KCNQ1 channel, primary screen, cell-based, thallium flux, high-throughput | CHO-K1 KCNQ1, FluxOR thallium flux fluorescence; hits give high values | B-score at 10 µM | 310,000 tested, 1.3% active | AID 2642, 2010;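 active = compounds whose thallium flux B-score, printed positive for inhibition, exceeds three library SD while starting fluorescence stays within three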;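 also: channel opened by potassium depolarization with thallium stimulus after 20 min compound exposure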
KCNQ1 act – potentiators or activators of KCNQ1 channel, primary screen, cell-based, thallium flux, high-throughput; Potassium voltage-gated channel subfamily KQT member 1 (Homo sapiens), P51787; CHO-K1 KCNQ1, thallium flux FluxOR fluorescence; hits give high values; B-score at 10 µM; 310,000 tested, 0.35% active;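 active = fluorescence ratio B-score, a plate-corrected score, at least three library SD, with initial intensity B-score within 5 SD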
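Material: CHO-K1 cells stably expressing KCNQ1. Medium: assay buffer for compound exposure, DMSO matched across wells. Reagent: K+/Tl+ depolarizing stimulus. Compound dosing: single-concentration screen. Times: 37 °C overnight plating, 90-min dark dye load, 20-min compound pretreatment. Technique: FluxOR Tl+ flux fluorescence.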
MrgX1 agonist – agonists of human MrgX1 receptor, primary screen, HEK293 cells, Fluo-4 calcium flux | Mas-related G-protein coupled receptor member X1 (Homo sapiens), Q96LB2 | Fluo-4 calcium fluorescence, agonist mode; hits give high values | B-score at 10 µM | 310,000 tested, 0.44% active | AID 588627, 2011;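 active = calcium response B-score plate-corrected fluorescence ratio at least 3 library SD, with starting fluorescence B-score inside 5 SD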
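Assay system: stable human MrgX1 HEK293 cell line. Quantity: 15,000 cells per well. Schedule: cells plated overnight, dye loaded 0.5 h 37 °C, 0.5 h room temperature. Detection: Fluo-4 NW calcium-flux fluorescence, kinetic read. Read-out basis: peak-minus-minimum fluorescence over baseline, converted to B scores. Control set: positive and negative control wells on each plate.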
KCNK9 block – KCNK9 potassium channel inhibitors, primary screen, HEK293 cells, thallium flux | Potassium channel subfamily K member 9 (Homo sapiens), Q9NPC2 | FluxOR thallium flux fluorescence; hits give low values | B-score at 10 µM | 310,000 tested, 1.2% active | AID 488922, 2010;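 active = ratio B-score over 3 SD below the library mean, with starting fluorescence within 5 SD of its mean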;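 also: negative B-score means less thallium flux so channel inhibition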
Target sequence (Q9NPC2 whole entry, looked up): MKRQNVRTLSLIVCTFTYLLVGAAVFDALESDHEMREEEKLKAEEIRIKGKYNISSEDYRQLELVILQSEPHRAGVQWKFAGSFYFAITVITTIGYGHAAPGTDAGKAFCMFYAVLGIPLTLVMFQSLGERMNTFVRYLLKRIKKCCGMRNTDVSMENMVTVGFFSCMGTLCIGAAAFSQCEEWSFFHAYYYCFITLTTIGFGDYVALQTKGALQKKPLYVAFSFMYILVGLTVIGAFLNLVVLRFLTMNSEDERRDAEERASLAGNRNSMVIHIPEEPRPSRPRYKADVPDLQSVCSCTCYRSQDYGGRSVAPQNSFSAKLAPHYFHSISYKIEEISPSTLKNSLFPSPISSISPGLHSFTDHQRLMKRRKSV
RGS4 inh – RGS4 inhibitors, primary screen, cell-based, HEK293 M3R inducible RGS4, calcium flux | Regulator of G-protein signaling 4 (Homo sapiens), P49798 | Fluo-4 calcium flux; hits give high values; triggered by carbachol at its EC20 | B-score at 10 µM | 310,000 tested, 0.45% active | AID 463165, 2010;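 active = B-score, a plate-corrected calcium signal, over three deviations above library mean, with baseline fluorescence within five deviations of library mean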;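 also: RGS4 expression induced by doxycycline in cells with stable M3 receptor; B-score is computed from the integrated fluorescence ratio over baseline after carbachol; higher B-score means a larger calcium signal and so more RGS4 inhibition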
TMEM16A inh – TMEM16A chloride channel inhibitors, primary screen, cell-based, HTS | HEK293 TMEM16A/YFP iodide influx fluorescence, ionomycin | Anoctamin-1 (Mus musculus), Q8BHY3 | 310,000 tested, 1.2% active | normalized B-score (activity score, 25-100; higher = stronger inhibition) at 10 µM;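 active = ratio plate-corrected score three or more library SD toward inhibition, starting fluorescence score within five deviations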;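 also: score derived from kinetic fluorescence span divided by baseline fluorescence per well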
An asterisk follows results filed as active; i = inactive; · = not tested or not shown.

SMILES | MrgX1 PAM | hERG protect | TMEM16A act | RGS4 pot | KCNK3 inh | KCNQ1 block | KCNQ1 act | MrgX1 agonist | KCNK9 block | RGS4 inh | TMEM16A inh
COc1ccc(N(CC(=O)N/N=C/c2cc3ccc(OC)cc3nc2Cl)S(=O)(=O)c2ccccc2)cc1 | 9.1* | -6 | · | i | · | i | i | i | i | i | i
CCC(C(=O)N1CCN(c2ccccc2OC)CC1)c1ccccc1 (centres undefined) | i | -5 | i | i | i | i | i | i | i | i | i
CCCCCCn1c(O)c(/C=C2\C=NN=C2c2ccccc2)sc1=S | i | -4 | i | i | i | i | i | i | i | i | i
CC(=O)Nc1nnc(CSCc2ccc(F)cc2)s1 | i | -5 | i | i | i | i | i | i | i | i | i
O=C(CC1C(=O)NCCN1CC1CCCCC1)NCc1ccc(F)cc1F (centres undefined) | i | -12 | i | i | i | i | i | i | i | i | i
COC(=O)c1cccc(C(=O)N2CCC(CO)(CCc3ccccc3)CC2)c1 | i | -15 | i | i | i | i | i | i | i | i | i
O=C(Nc1cccc2ccccc12)NC1Cc2ccccc2C1 | i | -8 | i | i | i | i | i | i | i | i | i
CS(=O)(=O)c1nsc2nc(=O)c(/C=C3\C=Nc4ccccc43)c(N)n12 | i | 32* | i | i | i | i | i | i | i | i | i
CC1(C)C=C(c2ccc(O)cc2)CC(C)(C)N1 | i | -4 | i | i | i | i | i | i | i | i | i
CC(C)Cn1cc(Cl)c(=O)n(CC(C)C)c1=O | i | -5 | i | i | i | i | i | i | i | i | i
Cn1c(SCc2ccc3c(c2)OCO3)nnc1-c1ccccc1 | i | -10 | i | i | i | i | i | i | i | i | i
S=C(NCCCN1CCOCC1)Nc1ccc(Nc2ccccc2)cc1 | i | -4 | i | i | i | i | i | i | i | i | i
Cn1c(Cn2nnc(-c3ccccc3)n2)nnc1SCc1ccccc1Cl | i | -9 | i | i | i | i | i | i | i | i | i
O=Cc1cccc(Oc2ccc([N+](=O)[O-])cc2[N+](=O)[O-])c1 | i | -7 | i | i | i | i | i | i | i | i | i
CN(C)c1ccc(NC(=O)CSc2nnc(-c3cnccn3)n2C)cc1 | i | -2 | i | i | i | i | i | i | i | i | i
COc1ccc(C(=O)NCc2nnc(SCC(=O)N3CCOCC3)o2)cc1 | i | -4 | i | i | i | i | i | i | i | i | i
O=C(CNC(=O)c1ccccc1F)NCc1cccnc1 | i | -10 | i | i | i | i | i | i | i | i | i
CC(=N\NC(=O)c1cc(Br)ccc1O)/C(=N/O)C(=O)Nc1ccccc1 | i | -28 | i | i | i | 9* | i | i | i | i | 25*
Cc1ccc2c(c1)C(c1ccccc1)N(C(=O)c1ccccc1)CC(=O)N2 (centres undefined) | i | -8 | i | i | i | i | i | i | i | i | i
O=C1N=C(N2CCCC2)S/C1=C\C=C\c1ccccc1 | i | 0 | i | i | i | i | i | i | i | i | i
COc1ccc(Br)cc1CN(C)CC(=O)Nc1c(Cl)cccc1Cl | i | -8 | i | i | i | i | i | i | i | i | i
C[n+]1cccc(C2C(C#N)=C(N)Oc3c2ccc2ccccc32)c1 (centres undefined) | i | -5 | i | i | i | i | i | i | i | i | i
CC(=O)Oc1ccc(-c2cccc(C(=O)N3CCCCC3)c2)cc1 | i | -5 | i | i | i | i | i | i | i | i | i
O=C(CCc1ccccn1)NC1CCCc2c1cnn2-c1ccc(F)cc1F (centres undefined) | i | -14 | i | i | i | i | i | i | i | i | i
Nc1nc(CSC(=S)N2CCN(c3ccccc3)CC2)nc(Nc2ccc(F)cc2)n1 | i | -5 | i | i | i | i | i | i | i | i | i
Cc1occc1-c1nnc(SCC(=O)Nc2nccs2)n1CCc1ccccc1 | i | -14 | · | i | · | i | i | i | i | i | i
COc1ccc(/C=C(/NC(=O)c2ccccc2OC)C(=O)Nc2ccc(C(=O)O)cc2)cc1 | i | -9 | i | i | i | i | i | i | i | i | i
CON(C)c1nc(Oc2ccc(=O)[nH]n2)nc(N(C)C)n1 | i | -6 | i | i | i | i | i | i | i | i | i
COc1cccc(CN(C)C(=O)c2cc(-c3ccc(F)cc3)nc3ccccc23)c1 | i | -33 | i | -8.1* | -8.9* | 11* | i | i | i | i | 100*
CCCCNC(=O)c1c(N)n(/N=C/c2ccccn2)c2nc3ccccc3nc12 | i | -2 | · | i | · | i | i | i | i | i | i
CCNC(=O)CN(c1ccc(OC)c(OC)c1)S(=O)(=O)c1ccccc1 | i | -8 | i | i | i | i | i | i | i | i | i
Cc1ccccc1NC(=O)CN1C(=O)N/C(=C\c2ccc(N3CCOCC3)c(F)c2)C1=O | i | -11 | i | i | i | i | i | i | i | i | i
CCOC(=O)COc1ccc(Oc2nc(C)cc(OC)n2)nn1 | i | -8 | i | i | i | i | i | i | i | i | i
Cc1ccc(NC(=O)c2sc3nc(N4CCOCC4)c4c(c3c2N)CC(C)(C)OC4)cc1 | i | -2 | i | i | i | i | i | i | i | i | i
COc1ccc(NC(=O)Cc2nnc(SCC(=O)NC3=NCCS3)n2C)cc1 | i | -6 | i | i | i | i | i | i | i | i | i
CC(=O)C1C(c2ccncc2)NC(=O)NC1(O)C(F)(F)F (centres undefined) | i | -8 | i | i | i | i | i | i | i | i | i
Cc1ccc(C)c(S(=O)(=O)N2CCN(C(=O)c3ccc(C)s3)CC2)c1 | i | -16 | i | i | i | i | i | i | i | i | i
CCN(CC)S(=O)(=O)c1ccc(NS(=O)(=O)c2ccc3oc(=O)[nH]c3c2)cc1 | i | -4 | i | i | i | i | i | i | i | i | i
CCS(=O)(=O)c1nc(S(=O)(=O)c2ccc(Cl)cc2)c(N2CCC3(CC2)OCCO3)s1 | i | -7 | i | i | i | i | i | i | i | i | i
COc1ccc(S(=O)(=O)Nc2ccccn2)cc1 | i | 2 | i | i | i | i | i | i | i | i | i
CCn1c(C)c(C)c2cc(C(=O)NCCCN3CCN(C)CC3)ccc21 | i | -6 | i | i | i | i | i | i | i | i | i
COc1ccc(C(=O)NC(C)c2nnc(SCC(=O)NC3=NCCS3)n2C)cc1 (centres undefined) | i | -3 | i | i | i | i | i | i | i | i | i
O=C(NCCC1CCCCN1S(=O)(=O)c1cccs1)C(=O)Nc1ccc(F)cc1 (centres undefined) | i | -13 | i | i | i | i | i | i | i | i | i
CN(C(=O)COC(=O)c1ccccc1C(=O)N(C)c1ccccc1)c1ccccc1 | i | -13 | i | i | i | i | i | i | i | i | i
COc1ccc(NC(=O)CNS(=O)(=O)c2cccs2)c(OC)c1 | i | -5 | i | i | i | i | i | i | i | i | i
O=[N+]([O-])C(/C=C(\Cl)[N+](=O)[O-])=C(N1CCCCC1)N1CCCCC1 | i | -4 | i | i | i | i | i | i | i | i | i
COC(=O)c1cn(CC(=O)NC2CCCCC2)c2ccccc12 | i | -1 | i | i | i | i | i | i | i | i | i
CN(C)S(=O)(=O)c1cccc(NC(=O)CSc2nncn2-c2ccccc2)c1 | i | -14 | i | i | i | i | i | i | i | i | i
Cc1ccc(SCC(=O)NCc2ccc(F)cc2)cc1 | i | -5 | i | i | i | i | i | i | i | i | i
CCc1cc2c(=O)n(Cc3ccccc3)c(SC3CCOC3=O)nc2s1 (centres undefined) | i | -10 | i | i | i | i | i | i | i | i | i
CCCc1nc(SC)[nH]c(=O)c1C | i | -8 | i | i | i | i | i | i | i | i | i
CC1CCCC(C)N1C(=O)COC(=O)CCC1CCCC1 (centres undefined) | i | -11 | i | i | i | i | i | i | i | i | i
CCN(CC)S(=O)(=O)c1cccc(NC(=O)COC(=O)/C=C/c2cccs2)c1 | i | -13 | i | i | i | i | i | i | i | i | i
COCCCn1c(SCc2cccc(OC)c2)nc2cc(OC)c(OC)cc2c1=N | i | -22 | i | i | i | i | i | i | i | i | i
Cc1ccc2c(c1)CCCN2C(=O)Nc1ccc2c(c1)OCO2 | i | -8 | i | i | i | i | i | i | i | i | i
CCOc1ccc2nc(/N=C/c3nc(-c4ccc(Br)cc4)oc3O)sc2c1 | i | 6.7* | i | i | i | i | 25* | i | i | i | i
CCCCc1ccc(NC(=S)N2CCN(C(=O)c3ccco3)CC2)cc1 | i | 2 | i | i | i | i | i | i | i | i | i
Cc1ccc(C(=O)Nc2ccc(N3CCOCC3)nc2N2CCOCC2)cc1 | i | -7 | i | i | i | i | i | i | i | i | i
Cc1cccc(C)c1-n1cccc1/C=C1\SC(=S)N(c2cccc(C(=O)O)c2)C1=O | i | -32 | i | -7.6* | i | i | i | i | i | i | 100*
CC1(C)CC(=O)C(C(c2ccccc2F)C2C(=O)CC(C)(C)CC2=O)C(=O)C1 | i | -9 | i | i | i | i | i | i | i | i | i

More entries.
SMILES | MrgX1 PAM | hERG protect | TMEM16A act | RGS4 pot | KCNK3 inh | KCNQ1 block | KCNQ1 act | MrgX1 agonist | KCNK9 block | RGS4 inh | TMEM16A inh
CCOC(=O)c1c(-c2ccccc2)csc1NC(=O)c1ccc(S(=O)(=O)N2CC(C)OC(C)C2)cc1 (centres undefined) | i | -10 | i | i | i | i | i | i | i | i | i
CCOc1c(Cl)cc(CNc2nnnn2C)cc1OC | i | -7 | i | i | i | i | i | i | i | i | i
N#C/C(=C/c1ccccc1[N+](=O)[O-])c1nnc2n1CCCCC2 | i | -8 | i | i | i | i | i | i | i | i | i
COc1ccccc1Nc1nnc(SCC(=O)NC(=O)Nc2ccc3c(c2)OCCO3)s1 | i | -10 | i | i | i | i | i | i | i | i | i

Bioassay records deposited in PubChem by Johns Hopkins Ion Channel Center.
